# TexasRed fluor: counter-screen for TRb-SRC2 inhibitors: fluorescence interference; 0.29% of 280,000 active; Potency, µM (top dose mostly 106 µM), inactives show at the top dose fluorescence change, negative = quenching; TRb/SRC2 Texas Red total fluorescence interference; active = well fitted curve in either direction with a large enough effect; inconclusive = small, poorly fitted or top-dose-only effect
#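 Human TRb ligand-binding domain at 0.6 uM with 20 nM Texas Red SRC2 peptide in Tris buffer containing 1 uM T3 and 5% DMSO, incubated with compound 5 h at ambient temperature. Total fluorescence (555/632 nm) calculated as parallel + 2 × perpendicular.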
# Tau FP inhib: inhibitors of human tau fibril formation; P10636; K18 P301L tau heparin fibrillization, Alexa594 FP, 6 h; Potency, µM (highest dose often 57.7 µM), without a hit: top-dose activity, negative = inhibition, actives largely listed as inhibitors; 0.39% of 280,000 active; AID 1468; also: nearly all actives have a fitted effect of over 55% in size
# Target sequence (P10636 561-689 P618L limits assumed): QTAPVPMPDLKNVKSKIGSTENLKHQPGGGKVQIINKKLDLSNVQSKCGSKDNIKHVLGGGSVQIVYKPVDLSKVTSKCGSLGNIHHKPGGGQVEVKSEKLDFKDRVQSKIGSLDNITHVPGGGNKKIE
#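 Steps: dispense K18 P301L tau (15 uM plus 0.24 uM Alexa 594 tracer, final) in pH 7 sodium acetate; add compound; add heparin (20 uM final); incubate 6 hr, 37 C; add ThT (30 uM final); after 1 hr ambient, read FP.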
# KDM4E inh: inhibitors of human JMJD2E histone demethylase; Potency, µM (doses to about 57.1 µM), without a hit: at the highest dose activity change, negative = inhibition, most hits filed as inhibitors; 1.6% of 230,000 active; JMJD2E catalytic domain, FDH-coupled NADH fluorescence (FDH is formaldehyde dehydrogenase); active = well fitted inhibition curve with a large enough effect, not every such curve was filed as active; inconclusive = small, poorly fitted or top-dose-only effect, or another doubt; inactive = no such curve, though single readings can be large or run the other way;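 also: 0% = wells with enzyme and -100% = buffer wells without enzyme; nearly all actives have a fitted effect of over 50% in size; many of its hits are not listed in these tables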
# RECQ1 inh: RECQ1 (human) helicase inhibition. P46063. Potency, µM (top dose mostly 57.3 µM), for the others: top-dose activity, negative = inhibition, actives largely listed as inhibitors. AID 2549. RECQ1 DNA unwinding, red fluorescence kinetic read. 0.54% of 240,000 active;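 also: plate controls were vehicle for no effect and no enzyme for full effect; nearly all actives have a fitted effect of over 30% in size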
# Target sequence (P46063 whole entry, looked up): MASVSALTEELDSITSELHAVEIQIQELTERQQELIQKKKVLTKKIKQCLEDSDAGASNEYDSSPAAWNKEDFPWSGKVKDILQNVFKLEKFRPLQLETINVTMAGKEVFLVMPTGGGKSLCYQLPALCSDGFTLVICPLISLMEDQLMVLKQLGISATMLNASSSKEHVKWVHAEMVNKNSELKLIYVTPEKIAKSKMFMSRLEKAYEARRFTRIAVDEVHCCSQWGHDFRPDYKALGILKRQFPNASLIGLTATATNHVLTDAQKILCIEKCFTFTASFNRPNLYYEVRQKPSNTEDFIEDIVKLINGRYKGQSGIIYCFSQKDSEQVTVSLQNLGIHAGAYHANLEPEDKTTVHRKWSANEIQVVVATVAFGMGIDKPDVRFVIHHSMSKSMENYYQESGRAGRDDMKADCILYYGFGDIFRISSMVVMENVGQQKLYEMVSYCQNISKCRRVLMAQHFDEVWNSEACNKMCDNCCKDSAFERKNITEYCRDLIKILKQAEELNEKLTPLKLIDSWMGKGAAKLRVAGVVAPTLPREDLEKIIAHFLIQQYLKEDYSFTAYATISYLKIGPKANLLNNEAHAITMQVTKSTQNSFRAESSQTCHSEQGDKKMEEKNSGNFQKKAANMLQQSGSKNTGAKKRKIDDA
#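 50 nM RECQ1T1 preincubated 15 min with compound in Tris pH 8.0 buffer with MgCl2, DTT, Tween-20 and 2.5 ug/ml poly(dI-dC); started with 200 nM TAMRA/BHQ-2 forked duplex and 2 mM ATP. Unwinding read as fluorescence (525/598 nm), two reads 2 h apart.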
# TRb SRC2 PPI: disrupts binding of human TR beta to SRC2 | 0.065% of 280,000 active | P10828 | TRbeta-SRC2 peptide binding, fluorescence polarization; receptor liganded with 1 µM T3 | Potency, µM (doses to about 106 µM), for inactives: top-dose activity change, negative = inhibition, usual class: inhibitors;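 also: plate controls were bound peptide for no effect and peptide without receptor for full effect; nearly all actives have a fitted effect of over 50% in size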
#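 Quantitative HTS by FP: 0.6 uM TRb LBD, 20 nM labeled SRC2 20-mer, 1 uM T3, 5% DMSO; 5 hr ambient incubation; % activity per concentration and potencies from concentration series.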
# Tau ThT inhib: blocks human tau fibril formation measured by thioflavin T; P10636; recombinant tau K18 P301L (four-repeat tau fragment), heparin-induced fibrillization, ThT fluorescence; Potency, µM (titrated, usually from 57.4 µM), without a hit: top-dose activity, negative = inhibition, hits mostly inhibitors; 2.1% of 270,000 active; AID 1460; also: nearly all actives have a fitted effect of over 55% in size
#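 Tau K18 P301L fragment (15 uM unlabeled plus 0.24 uM Alexa 594-labeled) in 100 mM sodium acetate pH 7 with compound, fibrillization induced by 20 uM heparin for 6 hr at 37 C. Thioflavin T (30 uM) added, fluorescence read after 1 hr (ex 450, em 510 nm).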
# L3MBTL1 inh: inhibitors of human L3MBTL1; AID 485360; Q9Y468; AlphaScreen L3MBTL1–H3K9me1 peptide binding; 0.66% of 230,000 active; Potency, µM (doses to about 57.1 µM), without a hit: at the top dose activity, negative = inhibition, actives largely listed as inhibitors; also: nearly all actives have a fitted effect of over 60% in size
#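 Read-out is AlphaScreen signal from streptavidin donor and nickel chelate acceptor beads (10 ug/mL final each) bridging L3MBTL1 (50 nM) and biotinylated K9-monomethylated H3(1-15) peptide (75 nM), after 30 min compound exposure at room temperature.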
# GoLoco inh red: RGS12 GoLoco-Gai1 interaction inhibition; P63096; Gai1:RGS12 GoLoco peptide FP, rhodamine, 10 min; Potency, µM (series often up to 61.6 µM), for inactives: at the top dose activity, negative = inhibition, most hits filed as inhibitors; 0.44% of 230,000 active; AID 880; active = well fitted inhibition curve with a large enough effect, not every such curve was filed as active; inactive = no such curve, though single readings can be large or run the other way; also: nearly all actives have a fitted effect of over 30% in size; many of its hits are not listed in these tables
# Starred values were filed as active, the others as inactive; i = inactive; ? = inconclusive; · = no result given; [ ] = dose if it differs, or a comment. Unless noted, calls follow the shape of the dose curve; as a rule, active = well fitted curve in the direction sought with a large enough effect; inconclusive = small, poorly fitted or top-dose-only effect, or another doubt; inactive = no such curve, though single readings can be large; an effect the other way counts as inactive or inconclusive. Unless noted, % is scaled to controls: 0 for no effect and ±100 for the full control effect; potency is read from the fitted curve at half-maximal effect. These rows are one share of the data; rates above refer to the full screens.
SMILES,TexasRed fluor,Tau FP inhib,KDM4E inh,RECQ1 inh,TRb SRC2 PPI,Tau ThT inhib,L3MBTL1 inh,GoLoco inh red
COc1cccc(-n2ccnc2SCC(=O)Nc2c(C)cc(C)cc2C)c1,-1%,-6%,·,·,-2%,-11%,·,·
COc1cccc(NC(=O)CN(C)CC(=O)Nc2ccc3c(c2)CCC3)c1,0%,1%,7%,i,-3%,0%,0%,4%
COc1ccc(-c2csc(NC(=O)CCn3cnc4ccccc4c3=O)n2)cc1OC,-2%,0%,0%,-3%,-13%,?,-2%,13%
COc1cc(/C=C/C(=O)Nc2nnc(C(C)(C)C)s2)cc(OC)c1OC,-3%,-1%,-6%,-14%,3%,1%,5%,7%
O=C(O)CCn1c(C2CCCCC2)nc2ccccc21,-4%,1%,-1%,-5%,2%,2%,-9%,-2%
COc1ccccc1C1C(C(=O)N2CCCCC2)=C(C)Nc2nc3ccccc3n21 (centres undefined),-4%,11%,·,·,-4%,-2%,·,·
O=C(C[n+]1cc(-c2ccc(Br)cc2)n2c1CCCCC2)c1ccccc1,-2%,5%,6%,-12%,1%,?,-13%,2%
COc1cc(S(=O)(=O)N2CCN3CCCC3C2)ccc1-n1cnnn1 (centres undefined),1%,3%,3%,0%,2%,3%,2%,4%
O=C(COC(=O)c1ccc(S(=O)(=O)NCc2ccco2)cc1)NCCC1=CCCCC1,-2%,-7%,-4%,-5%,-7%,-4%,·,10%
COc1cccc(N2C(=O)N(c3ccccc3)C3CS(=O)(=O)CC32)c1 (centres undefined),-2%,-2%,-1%,7%,-2%,-10%,-2%,3%
COCCCn1c(-c2cccs2)nc2nc3ccccc3nc21,-3%,-8%,?,-9%,-1%,·,·,6%
CCOC(=O)Cn1nnnc1C(CC)N(Cc1cc2c(C)cc(C)cc2[nH]c1=O)C1CCCC1 (centres undefined),1%,6%,-6%,-4%,0%,-3%,2%,3%
Cc1cc(COc2ccccc2OCCN2CCN(C)CC2)no1,-1%,-6%,8%,2%,-2%,-6%,8%,1%
Cc1cccc(NC(=O)c2ccc(C3SCC(=O)N3CCc3ccccc3)cc2)c1 (centres undefined),6%,5%,-6%,-4%,3%,-7%,-5%,2%
CCOc1ccc(/C=N/NC(=O)CC(=O)NCc2ccccc2)cc1,-3%,-4%,-2%,i,10%,-5%,2%,17%
COC(=O)c1cc(OC)c(OC)cc1NC(=O)c1cc(-c2ccccc2)nc2ccccc12,4%,0%,-14%,i,3%,-10%,0%,2%
COc1ccc(CNC(=O)C2Cc3ccccc3CN2C(=O)c2ccco2)cc1 (centres undefined),1%,2%,9%,i,2%,-10%,·,-3%
Cc1cccc(C2=Nc3ccccc3N=C(c3cc(Cl)ccc3O)C2)c1,?,10%,·,·,-17%,?,·,·
CC(C)(C)OC(=O)N1CCC(c2cc(=O)n3[nH]cc(C(=O)Nc4ccc(F)c(Cl)c4)c3n2)CC1,-2%,-7%,145%,-5%,6%,?,0%,9%
Cc1cc(Nc2ccc(Br)c(C)c2)n2nc(-c3ccco3)nc2n1,0%,-4%,·,·,3%,-10%,·,·
CS(=O)(=O)N(CC(=O)NCCC1=CCCCC1)c1cccc([N+](=O)[O-])c1,1%,3%,-1%,i,-2%,8%,3%,-10%
Fc1ccccc1N1CCN(C(c2cccs2)c2nnnn2CCc2ccccc2)CC1 (centres undefined),0%,?,-10%,-8%,-4%,?,-6%,11%
O=C(CSc1nc2ccccc2[nH]1)N1CCN(c2ccc(F)cc2)CC1,0%,6%,10%,i,3%,-12%,·,3%
COc1cc(/C=N/Nc2ccccn2)ccc1OCC(C)C,-2%,15%,-3%,0%,1%,-14%,-3%,-6%
CCc1ccc(NC(=O)Cn2cnc3sc(C)c(S(=O)(=O)N4CCC(C)CC4)c3c2=O)cc1,-2%,?,·,·,0%,-4%,·,·

# Just KDM4E inh and Tau ThT inhib, for 4 of the compounds above:
Structure | KDM4E inh | Tau ThT inhib
O=C(O)CCn1c(C2CCCCC2)nc2ccccc21 | -1% | 2%
CCc1ccc(NC(=O)Cn2cnc3sc(C)c(S(=O)(=O)N4CCC(C)CC4)c3c2=O)cc1 | · | -4%
COc1cc(S(=O)(=O)N2CCN3CCCC3C2)ccc1-n1cnnn1 (centres undefined) | 3% | 3%
COc1ccccc1C1C(C(=O)N2CCCCC2)=C(C)Nc2nc3ccccc3n21 (centres undefined) | · | -2%

# Molecules from the list above that contain a Cl atom, in the order listed:
SMILES,TexasRed fluor,Tau FP inhib,KDM4E inh,RECQ1 inh,TRb SRC2 PPI,Tau ThT inhib,L3MBTL1 inh,GoLoco inh red
Cc1cccc(C2=Nc3ccccc3N=C(c3cc(Cl)ccc3O)C2)c1,?,10%,·,·,-17%,?,·,·
CC(C)(C)OC(=O)N1CCC(c2cc(=O)n3[nH]cc(C(=O)Nc4ccc(F)c(Cl)c4)c3n2)CC1,-2%,-7%,145%,-5%,6%,?,0%,9%

# Going on with the list:
SMILES,TexasRed fluor,Tau FP inhib,KDM4E inh,RECQ1 inh,TRb SRC2 PPI,Tau ThT inhib,L3MBTL1 inh,GoLoco inh red
CC(C)c1ccc(S(=O)(=O)Nc2cc3c(cc2NCc2ccccc2)n(C)c(=O)n3C)cc1,0%,-1%,·,·,4%,?,·,·
CC(C)CCC(C)NC(=O)c1ccc2nccnc2c1 (centres undefined),-3%,9%,-3%,1%,-3%,-5%,·,28%
CCOCCCNC(=O)c1cc(=O)n(Cc2cccc(C)c2)c2ccccc12,1%,12%,?,0%,-2%,2%,-18%,-11%
Cc1ccc(CNC(=O)Cn2ccn(-c3cc(C)cc(C)c3)c(=O)c2=O)cc1,-10%,0%,·,·,0%,-11%,·,·
O=C(NCc1ccc2c(c1)OCO2)C1CCCN1C(=O)Nc1cccc(F)c1 (centres undefined),-6%,-3%,-3%,0%,5%,-2%,8%,7%
Cc1cccc(NC(=O)CSc2nc3ccc(NC(=O)COc4ccc(Cl)cc4)cc3s2)c1,?,?,·,·,-2%,-9%,·,·
Cc1ccc(OCCN2CCN(C(=O)CCC(=O)Nc3nnc(CC(C)C)s3)CC2)cc1,-4%,-4%,-1%,-10%,5%,-9%,4%,-12%
Cc1ccn2c(NC3CCCC3)c(-c3ccsc3)nc2c1,-2%,15%,?,-4%,-1%,?,·,4%
O=C(NC(=O)c1ccccc1)NC1(C(F)(F)F)OCCO1,1%,-1%,-2%,-12%,-1%,-1%,-1%,8%
O=C(NCc1ccco1)c1ccc2c(c1)N(Cc1ccccc1)C(=O)CS2=O (centres undefined),-2%,6%,-6%,-2%,2%,-1%,42%[activator],11%
COc1cccc(CNC(=O)c2ccc(NC(=O)N3CCCCc4ccccc43)cc2)c1OC,2%,-8%,·,·,-7%,-9%,·,·
CC(C)NC(=O)Cn1cc(C#N)c2cc(Br)ccc21,2%,-6%,0%,-9%,-13%,-5%,1%,1%
ON(Cc1c(F)cccc1Cl)Cc1c(F)cccc1Cl,-1%,-4%,-13%,20%,-2%,·,·,-3%
CCOc1cccc(NC(=O)Cn2nc(-c3ccc4c(c3)OCCO4)ccc2=O)c1,-7%,-9%,?,0%,-2%,-8%,-1%,-2%
O=c1ncn(-c2ccccc2F)c2ncccc12,-1%,6%,?,0%,-7%,-5%,-2%,3%
CCOC(=O)c1sc(NC(=O)CCC(=O)O)nc1C,-1%,-3%,-10%,i,-3%,5%,14%,6%
COCC(=O)N(Cc1ccccc1)c1ccccn1,-5%,6%,10%,-2%,-16%,3%,1%,-5%
CN(C)S(=O)(=O)N1CCN(c2ccc(Cl)cc2)CC1,-5%,-3%,-3%,i,1%,-23%,·,-1%
Cc1cnc(C(=O)OCC(=O)Nc2ccc(Oc3ccccc3)cc2)cn1,-1%,6%,-2%,-11%,7%,2%,-2%[11.4 µM],6%
CC(C)(C)OC(=O)N1CCC(c2c(C(=O)NCCN3CCc4ccccc4C3)cnn2-c2ccc(F)cc2F)CC1,-15%,-1%,·,·,0%,-7%,·,·
CCn1c(COc2ccccc2OC)nnc1SCC#N,-1%,8%,2%,0%,-11%,-4%,·,5%
COc1cc(C(=O)OCC(=O)Nc2ccc3c(c2)OC(F)(F)O3)ccc1OCc1c(C)noc1C,-5%,-19%,-12%,-7%,-9%,?,3%,7%
Cc1ccc(-c2nnc(Nc3ccccc3)c3ccccc23)cc1S(=O)(=O)NCc1nc2ccccc2[nH]1,-1%,?,·,·,9%,-3%,·,·
COc1ccc(C2CC(c3cccs3)=NN2C(=O)CSC2=NN3CCCC(=O)N=C3S2)cc1 (centres undefined),0%,3%,?,-17%,-10%,-16%,-1%,8%
CC(C)(C)CC(=O)Nc1cccc(-c2cn3cccnc3n2)c1,0%,2%,?,-1%,-7%,7%,6%,4%
N#CCOC(=O)c1sccc1-n1cccc1,-2%,6%,11%,-7%,3%,1%,-4%,8%
CCOC(=O)C1Oc2ccccc2C(C(=O)OC)=C1C(=O)OC (centres undefined),-1%,-7%[81.3 µM],·,-4%[81.1 µM],1%,-7%[81.4 µM],3%,-7%[88.7 µM]
